Pf gamet viab – late stage P. falciparum gametocyte viability inhibitors, primary screen, ATP luminescence, HTS | P. falciparum stage V gametocytes, 24 h | inhibition, % at 10.9 µM | 150,000 tested, 0.065% active;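 active = inhibition above the mean plus 3 SD of compounds within the control limits, set per campaign, cut at about 38% in these data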;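 note: 0% = DMSO wells and 100% = medium only without gametocytes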
Avidin bead fluor – green autofluorescence of compounds with avidin beads – biophysical, 488/530 nm, flow cytometry, artefact control, profiling panel; compound fluorescence 488/530 nm; active compounds read high; fluorescence (KMESF) at 10 µM; 220,000 tested, 0.38% active; in the data active = fluorescence above about 47; note: inactives centre near 10
HRas wt GTP bind – modulators of GTP binding to HRas wildtype, primary screen, biochemical, bead-based flow cytometry, multiplex; 190,000 tested, 0.14% active; GST-Ras wt beads, Bodipy-FL-GTP binding; actives lie on both sides; GTPase HRas (Homo sapiens), P01112; GTP binding activity, % at 10 µM;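 active = GTP binding activity at least 20% away from the 100% baseline, either lowered as inhibitor or raised as activator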;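 note: 0% = unlabeled GTP competition control and 100% = no-compound control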
Target sequence (P01112 whole entry, looked up): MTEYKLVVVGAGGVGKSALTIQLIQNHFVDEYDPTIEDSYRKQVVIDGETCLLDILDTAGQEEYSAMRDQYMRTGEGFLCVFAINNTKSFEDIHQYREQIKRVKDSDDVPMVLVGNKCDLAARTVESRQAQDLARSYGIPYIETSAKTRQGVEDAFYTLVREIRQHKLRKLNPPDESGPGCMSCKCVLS
Rac1 wt modul – wildtype Rac1 GTP binding modulators, primary screen, biochemical, GST-Rac1 beads, flow cytometry, multiplex; GTP binding activity (% of control), % at 10 µM; fluorescent GTP binding; actives lie on both sides; 0 = cold GTP competed, 100 = untreated; Ras-related C3 botulinum toxin substrate 1 (Homo sapiens), P63000; 190,000 tested, 0.27% active; AID 757, 2007;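 active = GTP binding activity at least 20 points away from the 100% control level, either lower or higher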
Rab7 wt modul – modulators of GTP binding to Rab7, primary screen, biochemical, wildtype, multiplex bead flow cytometry. GTP binding activity (percent of control), % at 10 µM. Rab7 GTPase wild type (dog), Bodipy-FL-GTP binding. 190,000 tested, 0.055% active. GST-Rab7 beads, fluorescent GTP binding; actives lie on both sides; untreated = 100%, excess cold GTP = 0%;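 active = fluorescent GTP binding to Rab7 beads changed by at least 20 points from the 100% baseline, either direction, mostly lower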;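 note: median green fluorescence of bound Bodipy-FL-GTP per Rab7 bead population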
Mcl1 Bid PPI – Mcl-1/Bid binding inhibitors, primary screen, biochemical, TR-FRET, 1536-well. Induced myeloid leukemia cell differentiation protein Mcl-1 (Homo sapiens), Q07820. TR-FRET Mcl-1/Bid-Dy647 peptide binding. inhibition, % at 21.7 µM. 220,000 tested, 0.97% active. AID 1021, 2008;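 active = compounds that cut the binding signal by more than half at the single screening dose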;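 note: His-tagged Mcl-1 with europium anti-His antibody binding Bid BH3 peptide; 0% = Mcl-1 plus peptide wells and 100% = peptide-only wells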
Target sequence (Q07820 whole entry, looked up): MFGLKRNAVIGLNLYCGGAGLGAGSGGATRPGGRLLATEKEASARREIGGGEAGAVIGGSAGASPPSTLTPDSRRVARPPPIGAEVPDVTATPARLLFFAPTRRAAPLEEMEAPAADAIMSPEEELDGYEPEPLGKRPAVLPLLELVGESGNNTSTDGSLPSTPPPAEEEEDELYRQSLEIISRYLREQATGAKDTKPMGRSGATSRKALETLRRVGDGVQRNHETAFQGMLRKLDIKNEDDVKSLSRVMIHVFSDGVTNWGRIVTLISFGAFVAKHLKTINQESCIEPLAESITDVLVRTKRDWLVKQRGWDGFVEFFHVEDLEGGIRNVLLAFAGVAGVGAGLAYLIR
Mcl1 Noxa PPI – Mcl-1/Noxa binding inhibitors, primary screen, biochemical, TR-FRET, 1536-well. TR-FRET Mcl-1/Noxa peptide binding, 2 h. inhibition, % at 21.7 µM. 220,000 tested, 1.5% active. AID 1022, 2008;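 active = compounds that cut the protein-peptide binding signal by more than 50% relative to plate controls in a single-dose test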;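 note: His-tagged Mcl-1 with rhodamine Noxa BH3 peptide and terbium anti-His antibody; 0% = Mcl-1 plus Noxa peptide wells and 100% = peptide-only wells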
Rab2 wt GTP – modulators of GTP binding to Rab2A wildtype, primary screen, biochemical, dog, bead-based flow cytometry, multiplex. 190,000 tested, 0.19% active. GST-Rab2 wt beads, Bodipy-GTP binding. Ras-related protein Rab-2A (Canis lupus familiaris), P61105. GTP binding activity, % at 10 µM;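 active = GTP binding activity at least 20 points away from 100%, either lowered or raised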;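 note: 0% = beads with excess unlabeled GTP and 100% = no-compound control corrected for plate trend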
Cdc42 wt GTP – modulators of GTP binding to wildtype Cdc42, primary screen, biochemical, multiplex bead flow cytometry, Bodipy-GTP | Cell division control protein 42 homolog (Homo sapiens), P60953 | GST-Cdc42 beads; actives lie on both sides | percent activity (GTP binding), % at 10 µM | 190,000 tested, 0.2% active | AID 761, 2007;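 active = percent activity GTP binding at least 20 points away from the 100% baseline, either down as inhibitor or up as activator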;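 note: median bead fluorescence of bound Bodipy-FL-GTP at 100 nM; 0% = excess unlabeled GTP control and 100% = no compound control; below 100% means less GTP binding so inhibitor and above means activator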
Target sequence (P60953 whole entry, looked up): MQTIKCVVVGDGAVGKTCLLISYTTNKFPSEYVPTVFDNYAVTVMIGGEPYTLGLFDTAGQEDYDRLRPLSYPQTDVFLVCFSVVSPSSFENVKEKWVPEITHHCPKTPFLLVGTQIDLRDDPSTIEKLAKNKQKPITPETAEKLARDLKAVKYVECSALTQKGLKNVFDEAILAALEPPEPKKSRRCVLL
Bim-Mcl-1 – inhibitors of Bim peptide binding to Mcl-1, primary screen, biochemical, bead-based flow cytometry, multiplex; Induced myeloid leukemia cell differentiation protein Mcl-1 (Homo sapiens), Q07820; Bim peptide-Mcl-1 binding; inhibition, % at 10 µM; 190,000 tested, 0.1% active; in the data active = inhibition above about 40%;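 note: 0% = no compound tracer wells and 100% = peptide blocker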
Rac1 mut GTP – GTP binding modulators of activated mutant Rac1, primary screen, biochemical, bead-based flow cytometry, multiplex, fluorescent GTP. Ras-related C3 botulinum toxin substrate 1 (Homo sapiens), P63000. GST-Rac1 activated beads; actives lie on both sides; 100% means binding = to untreated wells. percent activity (GTP binding), % at 10 µM. 190,000 tested, 0.11% active;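 active = GTP binding at least 20 percentage points away from the 100% baseline, in either direction, so actives lie on both sides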
* marks the source's active call; other numbers are inactive results; . = not tested or not shown. Rows were taken by chance. Share with any hit: about 2.7%.

SMILES	Pf gamet viab	Avidin bead fluor	HRas wt GTP bind	Rac1 wt modul	Rab7 wt modul	Mcl1 Bid PPI	Mcl1 Noxa PPI	Rab2 wt GTP	Cdc42 wt GTP	Bim-Mcl-1	Rac1 mut GTP
CCC1CCCCN1C(=O)CSc1nnc(CNC(=O)COc2ccc(Cl)cc2)o1 (configuration not stated)	-41.3	14	102.0	98.0	101.0	46.4	28.1	101.0	100.0	0.0	98.0
CC1=C(C)/C(=N/OC(=O)c2cccc([N+](=O)[O-])c2)C=CC1=O	.	7	101.0	99.0	99.0	-15.9	-5.3	100.0	96.0	0.0	96.0
CC(C)CCC(CC(C)O)c1n[nH]c(=S)n1-c1ccccc1 (configuration not stated)	.	11	100.0	99.0	97.0	-26.3	25.5	100.0	98.0	6.0	98.0
Cc1ccc(/C=N/Nc2ccc3c(C(F)(F)F)cc(C(F)(F)F)nc3n2)cc1	.	12	102.0	105.0	105.0	-3.3	-7.9	100.0	100.0	-3.0	99.0
CCCNC(=O)c1c(C)cc(=O)oc1C	-10.2	9	102.0	105.0	103.0	-30.6	-12.3	100.0	102.0	-3.0	100.0
Cc1nn(CCO)c(N)c1C1(O)C(=O)Nc2c(Cl)cc(Cl)cc21 (configuration not stated)	0.8	23	100.0	103.0	101.0	-8.8	28.9	99.0	97.0	0.0	97.0
CC(=O)N1CCC2(CC1)C(C#N)=C(N)OC1=C2C(=O)CC(C)(C)C1	.	51*	97.0	96.0	98.0	-17.8	0.2	95.0	97.0	-3.0	96.0
O=C(Oc1ccc2ccc(=O)oc2c1)c1cccs1	-5.7	5	105.0	102.0	104.0	2.9	-9.4	103.0	102.0	-7.0	102.0
Cc1nc2ccccc2nc1OCC(=O)Nc1ccc(F)cc1	.	9	101.0	102.0	105.0	-8.4	1.3	101.0	96.0	-3.0	97.0
COc1ccc(NC(=O)Nc2cc3oc4ccccc4c3cc2OC)cc1	11.0	18	98.0	96.0	96.0	-16.2	-3.5	94.0	95.0	-4.0	92.0
C[C@]12C=CC(=O)C=C1CC[C@@H]1[C@@H]2[C@@H](O)C[C@@]2(C)[C@H]1CC[C@]2(O)C(=O)COC(=O)CCC(=O)O	.	10	101.0	101.0	99.0	-8.0	8.8	100.0	101.0	-2.0	98.0
CCOCC(=O)Nc1cc(C(=O)OC)ccc1C(=O)OC	-28.4	4	97.0	105.0	96.0	12.9	-11.6	98.0	102.0	-5.0	97.0
O=C(O)CCc1nc(-c2cccs2)no1	.	14	104.0	107.0	100.0	-5.4	83.7*	100.0	102.0	-5.0	99.0
O=c1c2ccccc2nc(COc2ccccc2)n1/N=C/c1ccco1	.	12	100.0	96.0	103.0	-7.0	-2.8	102.0	96.0	-2.0	97.0
O=C(COC(=O)[C@@H]1CC(O)CN1S(=O)(=O)c1ccc([N+](=O)[O-])cc1)NC12CC3CC(CC(C3)C1)C2 (some centres not stated)	.	10	98.0	100.0	98.0	-12.5	-2.5	99.0	96.0	-10.0	98.0
O=C(O)CN1C2=NCCCN2c2ccccc21	-21.5	13	98.0	101.0	103.0	-27.7	12.0	96.0	96.0	-3.0	94.0
Cc1cccc2nc(CSc3ncccc3C(=O)O)cn12	.	11	96.0	99.0	99.0	-36.5	18.6	99.0	95.0	0.0	97.0
O=C(CN1CCN(c2ccccn2)CC1)NC(=O)NC1CCCCC1	-1.4	19	101.0	103.0	99.0	-33.8	15.0	99.0	100.0	-2.0	97.0
CC(=O)C1=C(C)NC(SCC(=O)c2ccccc2)=C(C#N)C1CC(C)C (configuration not stated)	.	36	101.0	102.0	100.0	-28.0	-9.0	100.0	100.0	-3.0	99.0
Cc1cccc(C)c1OCC(=O)Nc1ccc(NC(=O)c2ccco2)cc1	9.3	9	97.0	99.0	100.0	-8.4	6.3	98.0	100.0	2.0	100.0
Cc1cccc(N=C2NC(=O)/C(=C/c3cccs3)S2)c1	-5.1	14	100.0	102.0	97.0	0.5	21.3	98.0	98.0	-4.0	98.0
COc1ccc(S(=O)(=O)N(C)C)cc1NCC(=O)Nc1ccc(Br)c(C)c1	-14.6	13	96.0	98.0	101.0	-7.9	15.5	98.0	96.0	0.0	94.0
CCOc1ccc(-n2cnnn2)cc1S(=O)(=O)N1CCC(C)CC1C (configuration not stated)	.	10	97.0	97.0	102.0	-44.1	5.5	98.0	96.0	0.0	93.0
CC1CN(C2CCN(S(=O)(=O)Cc3ccccc3)CC2)CC(C)O1 (configuration not stated)	17.9	5	98.0	100.0	97.0	50.9*	13.5	98.0	101.0	0.0	97.0
Cc1cc(Cl)ccc1OC(C)C(=O)Nc1ccccc1N1CCOCC1 (configuration not stated)	.	14	103.0	98.0	98.0	-7.2	-13.4	104.0	101.0	-5.0	99.0
O=C(O)c1ccccc1-c1ccccc1C(=O)Nc1nccs1	17.4	9	102.0	105.0	107.0	-18.0	19.1	102.0	99.0	0.0	96.0
Cc1ccccc1C1CC(c2cccs2)Nc2nnnn21 (configuration not stated)	-8.6	9	99.0	100.0	109.0	-22.8	9.2	101.0	103.0	0.0	93.0
Cc1ccc(Nc2cnn(C34CC5CC(CC(CC(=O)O)(C5)C3)C4)c(=O)c2Cl)c(Cl)c1	-43.4	8	97.0	101.0	95.0	3.6	16.9	98.0	101.0	0.0	94.0
CCc1ccc(OCC(=O)NNC(=O)c2nn(CC)c(=O)c3ccccc23)cc1	10.7	9	94.0	99.0	95.0	-34.7	8.5	93.0	94.0	0.0	93.0
O=C(N[C@@H](Cc1ccc(O)cc1)C(=O)O)c1ccc(C(F)(F)F)cc1	.	6	94.0	95.0	102.0	4.8	-4.4	96.0	94.0	-1.0	93.0
CC(C)(C)c1csc(NC(=O)c2ccc(Cl)s2)n1	7.5	7	99.0	105.0	95.0	-18.8	11.7	99.0	100.0	-4.0	99.0
O=C(Nc1ccc(S(=O)(=O)Nc2cnc3ccccc3n2)cc1)c1ccc(Br)o1	9.8	10	96.0	94.0	98.0	12.8	7.6	93.0	96.0	-2.0	92.0
CC(C)CNC(=O)COC(=O)CCC(=O)c1ccc(F)cc1	18.7	7	100.0	103.0	99.0	-18.6	-4.3	100.0	101.0	0.0	101.0
COc1cc(C2NC(=S)NC3=C2CCc2ccccc23)cc(OC)c1OC (configuration not stated)	-1.2	10	102.0	106.0	103.0	-6.9	-10.3	101.0	103.0	-3.0	102.0
Fc1ccc(Oc2cnc3ccccc3n2)cc1	-8.6	11	99.0	101.0	98.0	1.1	-11.8	99.0	99.0	0.0	97.0
Nc1c(C(=O)c2cccs2)oc2ccccc12	-46.6	7	98.0	97.0	96.0	-11.3	18.1	94.0	97.0	0.0	96.0
CCNC(=S)N1CCN(S(=O)(=O)c2ccc(C)cc2)CC1	-8.5	11	94.0	94.0	100.0	-42.0	5.6	94.0	91.0	1.0	92.0
COc1cc(C(=O)NCCc2ccc(F)cc2)c([N+](=O)[O-])cc1OC	.	7	100.0	100.0	103.0	13.4	18.4	99.0	101.0	-5.0	99.0
O=C(NCC(=O)N(c1cccnc1)C(C(=O)NC1CCCC1)c1cccs1)c1ccco1 (configuration not stated)	16.3	6	101.0	102.0	106.0	1.4	-16.4	99.0	99.0	0.0	99.0
Cc1nnsc1C(=O)N/N=C/c1c(F)cccc1Cl	-27.0	25	93.0	95.0	92.0	0.8	-0.6	97.0	99.0	-23.0	96.0
Cc1ccc(C(=O)NCCCc2ccccc2)s1	.	13	105.0	105.0	102.0	-11.1	2.9	105.0	104.0	-6.0	102.0
Cn1c(CCCNC(=O)c2cccs2)nc2ccccc21	.	20	97.0	97.0	97.0	5.0	-6.0	96.0	96.0	-2.0	97.0
CCN(C(=O)c1ccc2c(OC)n(CC)nc2c1)c1ccc(OC)cc1	-47.8	8	103.0	101.0	98.0	-34.8	-0.3	102.0	104.0	0.0	100.0
C=C(C)CSc1nnc([C@@H]2CCCN2C(=O)OC(C)(C)C)o1	-11.4	11	101.0	106.0	100.0	-27.6	4.6	101.0	102.0	-4.0	100.0
CC(C)(C)NC(=O)c1cnn2c1NC(c1ccc(F)cc1)CC2C(F)(F)F (configuration not stated)	-40.6	13	99.0	99.0	100.0	-4.8	7.5	99.0	103.0	-2.0	99.0
CCOc1nc(NCCO)nc(Nc2cc(Cl)ccc2OC)n1	-19.7	10	93.0	92.0	99.0	-22.6	13.3	96.0	90.0	1.0	89.0
O=Cc1cnc(N2CCCCC2)s1	.	5	97.0	96.0	95.0	-16.8	14.0	95.0	88.0	0.0	95.0
CNC(=S)NNc1nc(C)cc(C)n1	-29.9	10	101.0	103.0	102.0	-72.1	-4.6	101.0	101.0	-4.0	99.0
CCC(=O)NCCc1nc2ccccc2n1Cc1ccc(C)cc1	10.9	28	90.0	91.0	91.0	2.0	12.4	92.0	90.0	0.0	91.0
Cc1ccc(Sc2c(C)nn(C(=O)c3cccc(S(=O)(=O)N4CCOCC4)c3)c2C)cc1	-9.9	6	100.0	107.0	95.0	-9.6	-115.0	99.0	103.0	0.0	101.0
O=S(=O)(c1ccc(NC(=S)N2CCN(c3ccccc3F)CC2)cc1)N1CCOCC1	-8.3	11	95.0	97.0	95.0	-15.3	7.6	94.0	96.0	1.0	93.0
COc1ccc(CCNC(=O)CC(NC(=O)c2ccccc2Cl)c2ccccc2)cc1 (configuration not stated)	9.4	5	102.0	102.0	99.0	-2.9	1.0	101.0	103.0	0.0	99.0
Cc1cc(F)c(F)c(C(=O)N2CCOCC2)c1Cl	.	20	100.0	102.0	98.0	1.8	-5.7	98.0	102.0	-1.0	100.0
Cc1cccn2c(=O)c3cc(C(=O)N(C)C)n(C)c3nc12	-76.9	18	106.0	103.0	103.0	-26.0	9.5	107.0	107.0	0.0	101.0
COc1cc(/C=C2\C(=O)ON=C2c2ccccc2)cc(OC)c1OC	.	14	99.0	106.0	96.0	-137.5	40.9	95.0	102.0	4.0	97.0
